Screens deposited in PubChem BioAssay by several laboratories.
APP 5'UTR act = activators of APP 5'UTR luciferase reporter, primary screen, SH-SY5Y cells | SH-SY5Y APP 5'UTR luciferase reporter, luminescence; zero percent = DMSO vehicle wells | activation, % at 2 µM | 190,000 compounds, 1% hits | AID 1276, 2008;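 active means activation above a set limit, based on mean plus 3 SD of controls, cut at about 140% in these data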; further: values of inactives mirror those of a sister screen read the other way
FLuc inhib CS = firefly luciferase enzyme inhibitors, primary screen, artefact control for luciferase-based inhibitor screens, biochemical, luminescence, ATPLite. inhibition, % at 10 µM. 10 min. 200,000 compounds, 1.5% hits. Luciferin 4-monooxygenase (Photinus pyralis), P08659;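 active means inhibition above about 50% when tested at 10 µM, limit read from the data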
bIAP act = bovine intestinal alkaline phosphatase activators, primary screen, biochemical, bovine IAP, CDP-star luminescence | activation factor at 20 µM | AID 1016, 2008 | alkaline phosphatase, intestinal [Bos taurus] | purified bovine IAP, 30 min; stronger effect = higher value; fold of DMSO-control signal, blank-subtracted | 200,000 compounds, 0.17% hits;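 active means activation factor of 2 or more at 20 µM, a signal rise over negative controls twice the positive control's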
NF-kB expr up = activators of NF-kB expression in neurons, primary screen, cell-based, HTS; fold change at 12.5 µM; human neuronal cells, NF-kB reporter expression; stronger effect = higher value; 190,000 compounds, 1.6% hits; AID 1239, 2008; in the data active means fold change above about 3.3
PMI activator = activators of human PMI, primary screen, biochemical, fluorescence intensity, near-Km mannose 6-phosphate | Mannose-6-phosphate isomerase (Homo sapiens), P34949 | purified human PMI, coupled resazurin fluorescence, 20 min; stronger effect = higher value; 1 = vehicle control, 0 substrate-free wells | activation factor at 20 µM | 190,000 compounds, 0.005% hits | AID 1214, 2008;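 active means activation factor of 2 or more at 20 µM, relative to plate controls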
Target sequence (P34949 whole entry, looked up): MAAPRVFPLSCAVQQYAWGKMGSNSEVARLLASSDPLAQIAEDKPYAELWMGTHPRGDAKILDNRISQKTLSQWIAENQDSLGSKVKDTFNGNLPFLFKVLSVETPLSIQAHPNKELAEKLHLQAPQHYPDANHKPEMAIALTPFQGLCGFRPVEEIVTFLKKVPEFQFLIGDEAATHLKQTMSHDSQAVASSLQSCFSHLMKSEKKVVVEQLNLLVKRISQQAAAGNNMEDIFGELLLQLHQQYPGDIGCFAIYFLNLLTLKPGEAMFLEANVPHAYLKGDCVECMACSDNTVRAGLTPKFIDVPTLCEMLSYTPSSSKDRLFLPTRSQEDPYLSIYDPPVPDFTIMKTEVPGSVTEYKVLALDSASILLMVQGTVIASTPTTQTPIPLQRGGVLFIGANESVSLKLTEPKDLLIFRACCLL
TNAP inh noacc = human TNAP enzyme inhibitors, primary screen, biochemical, luminescent, no phosphate acceptor, uHTS. Alkaline phosphatase, tissue-nonspecific isozyme (Homo sapiens), P05186. purified TNAP, CDP-star luminescence, 30 min. inhibition, % at 20 µM. 200,000 compounds, 0.26% hits. AID 1012, 2008;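 active means tissue-nonspecific alkaline phosphatase inhibition above about 50% at 20 µM in the single-dose screen, limit read from the data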;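 further: 0% = DMSO negative control and 100% = EDTA positive control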
Target sequence (P05186 whole entry, looked up): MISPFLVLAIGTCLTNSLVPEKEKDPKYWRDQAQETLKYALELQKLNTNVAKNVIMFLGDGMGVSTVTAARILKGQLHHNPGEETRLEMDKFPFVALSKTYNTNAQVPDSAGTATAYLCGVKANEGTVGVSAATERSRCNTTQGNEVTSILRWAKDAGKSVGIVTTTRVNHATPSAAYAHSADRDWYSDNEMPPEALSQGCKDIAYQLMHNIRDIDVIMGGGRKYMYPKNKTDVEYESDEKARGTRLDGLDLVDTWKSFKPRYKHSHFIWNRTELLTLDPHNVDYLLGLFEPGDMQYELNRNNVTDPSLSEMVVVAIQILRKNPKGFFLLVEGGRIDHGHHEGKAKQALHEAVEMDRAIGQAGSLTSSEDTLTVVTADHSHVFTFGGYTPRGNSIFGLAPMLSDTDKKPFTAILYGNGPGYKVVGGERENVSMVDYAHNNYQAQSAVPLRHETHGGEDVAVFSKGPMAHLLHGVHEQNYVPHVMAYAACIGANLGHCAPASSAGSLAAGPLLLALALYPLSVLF
PMI act hi M6P = human PMI activators, high substrate, primary screen, biochemical, fluorescence intensity, near-saturating mannose 6-phosphate. coupled PMI enzyme assay, resazurin fluorescence, 20 min; stronger effect = higher value; 1 = untreated enzyme, 0 = substrate-free blank. AID 1216, 2008. Mannose-6-phosphate isomerase (Homo sapiens), P34949. activation factor at 20 µM. 190,000 compounds, 0.34% hits;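 active means activation factor of 2 or more at 20 µM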
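Material: human phosphomannose isomerase with PGI, G6PDH, diaphorase coupling enzymes; amount: PMI at 15 ng/mL final; also added: Mannose-6-phosphate 1.0 mM (near-saturating) plus 0.22 mM NADP+; incubation: enzyme reaction with compound 20 min at room temperature; signal: resorufin fluorescence (Ex 544/Em 590 nm) from resazurin via diaphorase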
TNAP act hiacc = TNAP activators at high phosphate acceptor level, primary screen, biochemical, luminescence, uHTS; activation factor at 20 µM; 200,000 tested, under 10 active; AID 1136, 2008; purified TNAP, CDP-star luminescence, 1 M DEA, 30 min; stronger effect = higher value; 0 = EDTA background, 1 = DMSO-only activity;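 active means activation factor at least 2 at 20 µM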
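Test system – human TNAP · Doses – 20 µM single point · Incubation – 30 min, room temperature · Signal – luminescent substrate turnover signal · Read-out basis – activation factor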
FLuc act counter = FLuc activators, initial screening, artefact control for FLuc-dependent activation tests, biochemical, ATPlite luminescence. ATPlite luciferase biochemical, 10 min; 0 = ATP-free wells, 1 = DMSO control. Luciferin 4-monooxygenase (Photinus pyralis), P08659. activation factor at 10 µM. 200,000 tested, under 10 active;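 active means luciferase activation factor, scaled between plate controls, of at least 2 with compound at 10 µM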
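Assay system: Luciferase/luciferin detection reagent, cell-free biochemical luciferase assay / Also added: ATP substrate / Schedule: 10 min at ambient temperature / Measured by: luminescence measurement of luciferase light output / Benchmarks: low control with PBS replacing ATP, high control enzyme plus ATP without compound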
TNAP inh hiacc = human TNAP enzyme inhibitors, primary screen, biochemical, luminescent, high phosphate acceptor level, uHTS | inhibition, % at 20 µM | purified TNAP, CDP-star luminescence, 1 M DEA | Alkaline phosphatase, tissue-nonspecific isozyme (Homo sapiens), P05186 | 200,000 compounds, 0.03% hits;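 active means over 50% inhibition of tissue-nonspecific alkaline phosphatase at 20 µM in the single-dose screen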;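 further: plate controls were DMSO wells for no effect and EDTA-quenched wells as full inhibition for full effect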
An asterisk follows results filed as active; · = no result given. An unsorted share of the library. About 3.6% of those tested had a hit in this group.

SMILES | APP 5'UTR act | FLuc inhib CS | bIAP act | NF-kB expr up | PMI activator | TNAP inh noacc | PMI act hi M6P | TNAP act hiacc | FLuc act counter | TNAP inh hiacc
CCOc1cc(CNc2ccccc2)cc(Br)c1OCC(=O)NC(C)(C)C | 9 | -7 | 0.9 | 0.77 | 0.9 | -12 | 0.9 | 1.1 | 1.1 | -5
CN(C)CCCOC(=O)c1ccc(Br)cc1 | -1 | -8 | 1 | 0.97 | 1 | -5 | 1 | 1 | 1.1 | -5
Cc1cc(N2CCOCC2)nc(SCC(=O)c2ccc(Cl)cc2)n1 | 12 | -3 | 1 | 1 | 1 | -11 | 1 | 1 | 1 | -4
CN(CCC#N)C(=O)COC(=O)/C=C/c1cccs1 | -4 | -7 | 0.9 | 0.92 | 1 | -15 | 0.9 | 1.1 | 1.1 | -9
CC(C)=C1C2CCC1C1C(=O)N(CCc3ccccc3)C(=O)C21 (stereo not drawn) | -3 | -5 | 1 | 1.1 | 1.1 | 2 | 1 | 1.1 | 1.1 | -5
COc1cc2[nH]c(=S)nc(NCc3cccs3)c2cc1OC | 10 | -2 | 1 | 0.7 | 1 | -5 | 0.9 | 1 | 1 | 0
Fc1ccc(-c2nnc(CSc3nnc(-c4cccs4)o3)o2)cc1 | -1 | -6 | 0.9 | 1.6 | 1 | -14 | 1 | 1 | 1.1 | -5
CCOC(=O)c1[nH]c(=O)[nH]c1CN(Cc1ccco1)Cc1[nH]c(=O)[nH]c1C(=O)OCC | 3 | -5 | 1.3 | 1.1 | 1 | -71 | 1 | 1 | 1 | -2
COc1cccc(C(c2nnnn2Cc2ccccc2)N2CCN(C(=O)c3ccco3)CC2)c1OC (stereo not drawn) | 7 | -10 | 1.1 | 0.52 | 0.9 | -6 | 1 | 1 | 1.1 | -4
CCN(CC)C(=O)NC1CC(=O)N(c2ccc(OC)cc2)C1 (stereo not drawn) | 8 | -4 | 1 | 1.2 | 1 | -2 | 1.1 | 1 | 1 | -1
Clc1ccc(-c2nnc3sc(-c4ccccn4)nn23)cc1 | -9 | -3 | 0.9 | 1.1 | 1 | -8 | 1 | 1 | 1 | -3
Nc1ccc(CN2CCCCCC2)cc1 | -9 | 7 | 1 | 0.96 | 1.1 | 2 | 1 | 0.9 | 0.9 | 6
O=C(N/N=C/C=C/c1ccccc1[N+](=O)[O-])c1cccs1 | 9 | 4 | 0.9 | 4.2* | 0.8 | -52 | 0.9 | 1 | 1 | 2
COc1cc2c(cc1OC)CN(CC(=O)Nc1ccc(C)cc1)CC2 | -5 | -4 | 1.1 | 1.1 | 1.1 | -12 | 1.1 | 1.1 | 1 | -7
Cc1ccc(S(=O)(=O)N2c3ccc(S(N)(=O)=O)cc3CC2C)cc1 (stereo not drawn) | 14 | -6 | 0.6 | 1.1 | 1 | -8 | 1 | 1 | 1.1 | 1
O=C(CCN1C(=O)C2C3C=CC(C3)C2C1=O)NCc1cccnc1 (stereo not drawn) | 15 | -8 | 0.9 | 1.1 | 0.8 | -2 | 0.9 | 1.1 | 1.1 | -7
CCn1cc(Br)c(C(=O)Nc2ccc(OC)cc2)n1 | 50 | 17 | 0.8 | 1.4 | 0.9 | -10 | 0.9 | 1.1 | 0.8 | -5
Cc1ccc(C(=O)N2CCN(c3ccc(NC(=O)COc4ccccc4C)cc3)CC2)cc1 | 7 | -6 | 1.2 | 0.58 | 1.1 | -28 | 1 | 1.1 | 1.1 | -9
COc1ccccc1CC(=O)N1CCCc2ccccc21 | -3 | -6 | 0.9 | 1.4 | 1 | -12 | 1 | 1.1 | 1.1 | -6
O[C@@H](CNC[C@H](O)c1ccccc1)c1ccccc1 | 0 | -5 | 1 | 0.94 | 1.1 | -7 | 1 | 1 | 1.1 | -4
Cc1cc(OCC(=O)N(C)C2CCCCC2)ccc1Cl | 142* | 18 | 1.1 | · | 1 | -14 | 1 | 1 | 0.8 | -2
Cn1c(=O)c(-c2ccccc2)nc2ccccc21 | 9 | -4 | 0.8 | 1.2 | 1 | -10 | 1 | 1 | 1 | -2
O=C(c1ccc(C(F)(F)F)cc1)C1CCCN(C(=O)CN2CCCC2=O)C1 (stereo not drawn) | 20 | -5 | 0.9 | 1.6 | 1 | 3 | 1 | 1 | 1.1 | 1
N=C(c1cccc([N+](=O)[O-])c1)N1CCCCC1 | 13 | -6 | 1 | 1.3 | · | 0 | · | 1.1 | 1.1 | -6
CCC(CC)c1nc(C#N)c(NCc2ccccc2)o1 | -2 | -8 | 0.8 | 0.82 | 0.9 | -7 | 0.9 | 1.1 | 1.1 | -8
COc1ccc(C(C)=O)cc1COC(=O)CNC(=O)c1ccc(F)cc1 | -24 | -2 | 1.1 | 1 | 0.9 | -1 | 1 | 1 | 1 | 4
O=C(NCC(=O)N(Cc1ccco1)C(C(=O)NC1CCCCC1)c1cccnc1)c1cccs1 (stereo not drawn) | 7 | -1 | 0.7 | 0.91 | 1.1 | -7 | 1 | 1 | 1 | -2
COc1nc(Oc2ccc(/C=N/O)cc2)nc(N(C)C)n1 | 2 | -8 | 1 | 1.2 | 1.1 | 13 | 1 | 1 | 1.1 | -4
N#Cc1ccc(CSc2ncnc3c2cnn3Cc2ccccc2)cc1 | -2 | -10 | 0.8 | 0.83 | 1 | -1 | 1 | 1.1 | 1.1 | -6
Cc1ccc(-n2c(C)cc(C(=O)COC(=O)c3ccc[nH]c3=O)c2C)cc1C | 14 | 65* | 1 | 1.2 | 0.9 | -2 | 1 | 1 | 0.4 | -2
Cc1noc(C(=O)Nc2cccnc2)c1Cl | 1 | -2 | 0.9 | 1.1 | 0.9 | -19 | 1 | 1.1 | 1 | -9
Cc1nn(CC(=O)c2ccccc2)c(=O)c2nn(-c3ccccc3F)c(C)c12 | 10 | -6 | 1 | 1.2 | 1 | -9 | 1 | 1 | 1.1 | -4
COc1ccc(CCNC(=O)c2cc(=O)n(C)c(=O)n2C)cc1OC | -5 | -1 | 1 | 1.2 | 1.1 | -10 | 1 | 1 | 1 | -3
Cc1ccc(-n2nc(C)c3c2NC2=C(C(=O)CC(C)(C)C2)C3c2ccccc2OCC(=O)O)cc1 (stereo not drawn) | -4 | 0 | 1 | 1 | 1.1 | -10 | 1 | 1 | 1 | 1
O=C(CCN1CCOCC1)c1ccc(Cl)cc1 | 14 | -10 | 1 | 1.1 | 0.7 | -10 | 0.7 | 1.1 | 1.1 | -6
CC(=O)NCCc1ccc(S(=O)(=O)N2CCOCC2)cc1 | -6 | -6 | 0.9 | 1.1 | 0.9 | -7 | 1 | 1 | 1.1 | 3
Cn1c(=O)c2ncn(CC(=O)N=Nc3c(O)[nH]c4ccccc34)c2n(C)c1=O | -19 | -5 | 1.1 | 1.2 | 1.1 | -22 | 1.1 | 1 | 1 | -2
Cc1ccccc1OC(=O)C1C(c2ccccc2)C(C(=O)O)C1c1ccccc1 (stereo not drawn) | 16 | -8 | 0.9 | 0.87 | 1 | -18 | 1 | 1 | 1.1 | -4
COc1cc2c(cc1OC)CN(CC(=O)Nc1ccc3c(c1)OCO3)CC2 | 3 | -7 | 1.1 | 1 | 1 | -16 | 1 | 1 | 1.1 | -4
COC(=O)c1cn(Cc2ccccn2)c(=O)c2ccccc12 | -3 | -4 | 1.1 | 1.4 | 1 | -8 | 1 | 1 | 1 | -1
COc1cccc(NC(=O)c2ocnc2C)c1 | -1 | 10 | 1 | 1.7 | 1.1 | -10 | 1.1 | 1 | 0.9 | -4
COc1cc2c(cc1OC)C(C1C(=O)CCCC1=O)N(C(=O)CCl)CC2 (stereo not drawn) | -9 | -4 | 1 | 1.2 | 1.2 | -9 | 1.1 | 1.1 | 1 | -5
CCOC(=O)Cc1csc(Nc2c(C)n(C)n(-c3ccccc3)c2=O)n1 | -12 | -1 | 1 | 0.7 | 1 | -6 | 1 | 1.1 | 1 | -8
CSc1ccccc1-n1nnnc1SCC(=O)Nc1cc(C)ccc1C | 1 | -10 | 0.6 | 0.72 | 0.9 | -7 | 1 | 1.1 | 1.1 | -7
CCS(=O)(=O)Nc1cccc(C2=NN(C(C)=O)C(c3cccs3)C2)c1 (stereo not drawn) | -4 | -5 | 1 | · | 0.9 | 6 | 1 | 1 | 1 | -3
COC(=O)c1c(NC(=O)CSc2nnnn2-c2ccccc2)sc2c1CCC(C(C)(C)C)C2 (stereo not drawn) | 10 | 2 | 1 | 1.1 | 0.9 | -3 | 1 | 1 | 1 | 2
O=C(NCC1CCCO1)c1cc2ccccc2nc1Cl (stereo not drawn) | 9 | 1 | 0.8 | 1.3 | 1.1 | -11 | 1 | 1 | 1 | 2
Cc1cc(C)n(C(=O)CNc2ccc(C)c(C)c2)n1 | -3 | 1 | 1.3 | 1.4 | 1.1 | -5 | 1 | 1 | 1 | -2
CS(=O)(=O)N(Cc1ccccc1)c1ccc(C(=O)NCCSCc2ccco2)cc1 | -8 | -1 | 1 | 0.82 | 1 | -1 | 1 | 1 | 1 | 3
COc1ccc(NC(=O)CN2CCN(c3nc(-c4cccc(OC)c4)cs3)CC2)cc1 | 3 | -5 | 0.9 | 0.89 | 1 | -14 | 1 | 1 | 1.1 | 0
O=C(NCc1cccc(C(F)(F)F)c1)c1cc(Cl)cc(Cl)c1 | -5 | -1 | 1 | 1.1 | 0.9 | -7 | 1 | 1 | 1 | -2
